GlmU inhibition = inhibition of mycobacterial GlmU enzyme – biochemical, glucosamine-1-phosphate acetyltransferase (AID 1376). M. tuberculosis GlmU acetyltransferase enzyme assay; higher % means a stronger effect. inhibition, %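 (tested at 30 µM in the primary screen)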; hits with a dose series show IC50 in µM. 0.25% of 220,000 active; in the data active = inhibition above about 13%;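 note: 0% = complete reaction with vehicle and 100% = reaction without substrate; strong numbers were not always called active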
RmlCD inh 1536 = blocks M. tuberculosis RmlC and RmlD coupled enzymes; P9WH09+P9WH11; RmlC+RmlD coupled enzyme assay, percent inhibition; primary screen in compound mixtures; inhibition, % at 3.6 µM; 0.03% of 160,000 active; AID 1533; in the data active = inhibition mostly above about 34%, no sharp cut-off; note: some results filed as inactive read as strong as hits
Target sequence (P9WH09 whole entry, looked up): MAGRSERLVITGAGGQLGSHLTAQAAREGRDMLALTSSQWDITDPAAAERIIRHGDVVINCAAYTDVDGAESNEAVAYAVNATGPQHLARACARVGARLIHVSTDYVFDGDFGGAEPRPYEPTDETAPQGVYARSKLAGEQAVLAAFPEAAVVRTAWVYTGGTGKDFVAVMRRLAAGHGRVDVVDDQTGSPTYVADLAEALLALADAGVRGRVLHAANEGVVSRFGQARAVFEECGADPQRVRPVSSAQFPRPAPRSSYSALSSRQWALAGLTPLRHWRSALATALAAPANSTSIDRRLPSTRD
Target sequence (P9WH11 whole entry, looked up): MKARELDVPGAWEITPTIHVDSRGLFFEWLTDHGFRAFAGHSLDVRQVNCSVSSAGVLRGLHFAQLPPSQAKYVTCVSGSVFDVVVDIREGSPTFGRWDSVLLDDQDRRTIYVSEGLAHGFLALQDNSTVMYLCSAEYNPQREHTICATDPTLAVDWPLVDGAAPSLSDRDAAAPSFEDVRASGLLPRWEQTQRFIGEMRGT
Starred values were filed as active, the others as inactive; x = not tested or not shown; & = joins results of further samples. A portion of the library; count on the stated rates, not on these rows.

canonical_smiles,GlmU inhibition,RmlCD inh 1536
O=C1c2ccccc2C(=O)N1c1ncc(Cc2ccc(Cl)cc2)s1,-8.5%,-14
COc1ccc(C2CC(=O)c3cnc(Nc4cc(C)cc(C)c4)nc3C2)cc1 (centres undefined),4.8%,x
Cc1ccc2cc(CCNC(=O)C3CCCC3)c(=O)[nH]c2c1,1.6%,x
O=C1CCC(C(=O)NC2(C(=O)NC3CCCCC3)CCCCC2)N1 (centres undefined),2.0%,-3
CCN(CC)CCN(C)C(=O)CCc1nnc(-c2ccc(C)s2)o1,3.1%,-7
CCN(CC)S(=O)(=O)N1CCC(C(=O)NCc2ccc(C)cc2)CC1,0.5%,-5
O=C(c1cccc2ccccc12)C1CCCN(Cc2ccon2)C1 (centres undefined),4.7%,x
O=C(CN1C(=O)COc2ccccc21)N(Cc1ccccc1)Cc1ccccn1,1.8%,x
NNC(=O)CN1C(CN2CCOCC2)=Nc2ccc(Br)cc2C1c1ccccc1 (centres undefined),1.0%,-3
CCCCCc1nc2ccccc2c(=O)n1-c1ccc(Cl)cc1[N+](=O)[O-],4.3%,-9
COC(=O)/C=C1\S/C(=N/NC(=O)c2ccc(OC)cc2)NC1=O,-4.0%,-10
C=CCn1c(SCC(=O)NCCc2ccccc2)nnc1C(C)NC(=O)c1cccs1 (centres undefined),-0.1%,x
CCCNC(=O)N1C2=NC(C(=O)OC)=C(C(=O)OC)[C@@H]3N(Cc4ccccc4)c4ccccc4[C@]23C[C@H]1CO,2.0%,x
Cc1ccc(C2OC3=C(C(=O)CC(C)(C)C3)C(N)=C2C#N)o1 (centres undefined),-3.6%,7
COc1ccccc1N1CCN(C2CCN(S(=O)(=O)c3ccc4ccccc4c3)CC2)CC1,-2.5%,-6
COC(=O)c1[nH]c2cc(OC)ccc2c1NC(=O)CCN1CCN(c2cccc(C)c2C)CC1,-0.5%,x
O=[N+]([O-])c1ccc(-c2nc(NCc3ccccc3)c3ccccc3n2)cc1,-7.6%,11
COc1cccc(-c2cc(-c3cccnc3)nc(N)c2C#N)c1,2.1%,-8
CC(C)(C)c1ccc(CCC(CC(=O)O)CC(=O)O)cc1,1.9%,-6
COc1ccc(-c2cn3c(C)c(C(=O)NC(C)C)sc3n2)cc1,7.8%,3
CCOC(=O)c1ccc(NC(=S)N2CCSC2c2ccc(Br)cc2)cc1 (centres undefined),7.1%,-9
Cc1ccc(CNCC2CCCO2)o1 (centres undefined),-2.3%,x
Cc1ccc(/C=C/C2=NN(C)C(=O)CC2)cc1,8.2%,-4
CN(Cc1ccccc1)C(=O)NC1CCCCC1,1.6%,x
CC(C)(C)OC(=O)NCCCCCc1nnc(SCc2ccccc2)o1,-3.5%,9

Other compounds.
canonical_smiles,GlmU inhibition,RmlCD inh 1536
OC1CN=C2CCCc3c2n(c2ccc(Cl)cc32)C1 (centres undefined),8.0%,-1
NCCOc1ccccc1-c1ccccc1,-4.0%,x
C[C@H](O)CC1=C[C@H](O)[C@@H](C)OC1=O,-3.4%,-14
CCOC(=O)N1CCN(S(=O)(=O)c2ccc(F)c(C(=O)Nc3ccc(C)c(Cl)c3)c2)CC1,1.3%,x
O=C(CCCOc1ccccc1)Nc1ccc(S(=O)(=O)Nc2ccccn2)cc1,-3.1%,-1
COc1ccc(-n2cc(CN[C@H]3CCCCNC3=O)c(-c3cccc(F)c3)n2)cc1,-6.6%,x
CCn1cc(/C=N\NC(=O)c2cc(-c3ccccc3OC)nc3ccccc23)c(C)n1,-3.1%,x
S=c1[nH]nc(-c2cc(-c3ccccc3)n[nH]2)n1/N=C/C=C/c1ccco1,4.6%,5
CCN(CC)C(=O)c1ccc(S(=O)(=O)NCc2cccnc2)cc1,3.0%,-7
COC(=O)c1ccc(C(=O)OC)c(NC2=NS(=O)(=O)c3ccccc32)c1,2.4%,x
O=C(C1CCC(Cn2c(=S)[nH]c3ccccc3c2=O)CC1)N1CCN(c2ccccn2)CC1 (centres undefined),1.6%,-2
Cc1cc(C)c[n+](-c2[nH]c(=O)sc2/C=N/N=C(\N)[S-])c1,4.5%,34
Nc1nc(-c2cc3ccccc3o2)cs1,2.2%,6
COC(=O)C1=NN[C@H](C(=O)OC)[C@H]1c1ccccc1,5.8%,-1
Cc1nc2ccccc2c(=O)n1-c1ccc(C(=O)O)cc1,0.3%,x
S=C(Nc1ccccc1)N(CCN1CCOCC1)Cc1cccc(Cl)c1,-6.8%,x
Cc1ccc(C(=O)NN2CC(O)=C(c3nc(-c4cccc([N+](=O)[O-])c4)cs3)C2=N)cc1,-2.6%,x
C/C(N)=C(/C#N)C(=O)COC(=O)c1cccc(O)c1,-6.5%,-3
CC1CCN(S(=O)(=O)c2ccc3ncn(CC(=O)N4CCN(C)CC4)c(=O)c3c2)CC1,0.4%,x
COc1ccccc1CNC(=O)C(=O)NCC(c1ccco1)N1CCOCC1 (centres undefined),1.8%,-8
Cc1nc2ccc(NC(=O)COc3cccc(F)c3)cc2s1,-5.4%,4
c1csc(C2C3=C(Nc4ncnn42)c2ccccc2OC3)c1 (centres undefined),-1.0%,x
CCN(CC)C(=O)c1sc2c(c1C)c(=O)n(-c1ccc(OC)cc1OC)c(=O)n2CC(=O)c1ccccc1,-8.5%,13
CCC(=O)Nc1nc(-c2cc([N+](=O)[O-])cs2)cs1,-5.5%,4
C=CCOC(=O)/C=C/C(=O)NC(N)=O,2.0%,-19

Fetched by structure from the entries so far:
canonical_smiles,GlmU inhibition,RmlCD inh 1536
CCOC(=O)c1ccc(NC(=S)N2CCSC2c2ccc(Br)cc2)cc1 (centres undefined),7.1%,-9
CN(Cc1ccccc1)C(=O)NC1CCCCC1,1.6%,x
CCN(CC)S(=O)(=O)N1CCC(C(=O)NCc2ccc(C)cc2)CC1,0.5%,-5
C/C(N)=C(/C#N)C(=O)COC(=O)c1cccc(O)c1,-6.5%,-3
COc1ccc(-c2cn3c(C)c(C(=O)NC(C)C)sc3n2)cc1,7.8%,3

Later entries.
Each structure is followed by: GlmU inhibition	RmlCD inh 1536
> CCOC(=O)c1oc2ccc(S(=O)(=O)N3CCC(C)CC3)cc2c1C
→ -0.3%	10
> O=S1(=O)CCC(SCc2nc3sccn3c2Br)C1 (centres undefined)
→ 6.6%	-17
> N#Cc1c(N2CCN(C(=O)c3ccccc3Cl)CC2)nc(-c2ccccc2)c2c1CCCC2
→ x	7
> CCCCn1c(N)c(NCC(C)C)c(=O)[nH]c1=O
→ 2.1%	-4
> O=C(O)CSc1c(-c2ccccc2)c2cc(Cl)ccc2[nH]c1=O
→ 3.2%	-5
> CC(=O)c1cccc(NC(=S)NC(=O)c2ccc(Br)cc2)c1
→ -1.4%	-7
> O=C(Nc1cccc([N+](=O)[O-])c1)C12CC3CC(C1)CC(n1cnc([N+](=O)[O-])n1)(C3)C2
→ -1.9%	x
> Cc1c(C(=O)c2ccccc2)c(=O)n(C)c(=O)n1C
→ -0.1%	3
> COc1ccc2c(C#N)c3ccccn3c2c1
→ -10%	5
> Cc1ccc(NC(=O)c2cc(NC(=O)c3ccccc3C(=O)O)ccc2N2CCCCC2)cc1
→ 10%	-12
> Cc1cc(S(=O)(=O)NCc2ccc(S(N)(=O)=O)cc2)c(C)s1
→ -4.2%	0
> CCN(CC)CCNc1nc(-n2nc(C)cc2C)nc2sc3c(c12)CC(C)(C)OC3
→ -9.5%	9
> CCn1c(-c2ccccc2)csc1=Nc1ccc(O)cc1
→ -3.3%	x
> O=[N+]([O-])c1c(NCCO)cc(N2CCN(Cc3ccc4c(c3)OCO4)CC2)c2nonc12
→ 3.8%	-8
> CCOC(=O)c1ccc2nc(CCC(=O)N[C@H](C(=O)OC)C(C)C)c(=O)n(CC)c2c1
→ -5.8%	x

Following part
Each structure is followed by: GlmU inhibition	RmlCD inh 1536
> Cc1cc(C)c(NC(=O)CSc2ccc(-c3cccnc3)nn2)c(C)c1
→ 0.6%	6
> CCCc1cc(=O)n2[nH]c(-c3ccc(C)cc3)cc2n1
→ 2.1%	-7
> O=C(c1ccccc1)N(Cc1ccc(F)cc1)C1CCS(=O)(=O)C1 (centres undefined)
→ 0.5%	17
> O=C1CNC(=O)/C1=C\c1ccc(O)cc1
→ -1.0%	-9
> O=C(COc1ccccc1)NC(=S)Nc1cccc(NC(=O)c2ccccc2Cl)c1
→ -4.6%	8
> O=C(Cn1cnc2cc([N+](=O)[O-])ccc2c1=O)NCCc1ccc(Cl)cc1
→ -3.9%	-5
> COCCNC(=O)C1CCN(S(=O)(=O)N2CCC3(CC2)OCCO3)CC1
→ 7.8%	1
> CCc1ccccc1-n1c(SCC(=O)Nc2ccc3c(c2)OCCO3)nc2[nH]ncc2c1=O
→ -0.1%	-2
> Cn1c(-[n+]2c(-c3ccccc3)cc(-c3ccccc3)cc2-c2ccccc2)nc2c([N+](=O)[O-])cccc21
→ 1.9%	x
> Cc1nc2c(-c3ccc(F)cc3)c(C)nn2c(C)c1CCC(=O)N1CCC2(CC1)OCCO2
→ 1.6%&-1.1%	17
> O=C(COc1ccccc1[N+](=O)[O-])Nc1cc(Cl)ccc1C(=O)O
→ 3.5%	-9
> OCCn1c(SCCOc2ccccc2F)nc2ccccc21
→ -4.0%	x
> S=C(NCCN1CCOCC1)Nc1ccc(Cl)cc1Cl
→ -0.1%	0
> CCOc1ccc(-n2c(O)c(/C=N/NC(=O)C3COc4ccccc4O3)c3ccccc3c2=O)cc1 (centres undefined)
→ -2.1%	5
> CC(=O)Nc1cc(C(=O)N2CCC3(CC2)OCCO3)ccc1Sc1ccc(C)cc1
→ -2.7%	x

Continuation.
Each structure is followed by: GlmU inhibition	RmlCD inh 1536
> COc1ccc(NC(=O)CSc2nnc(Cc3cccn3C)n2-c2ccc(OC)cc2)cc1
→ 5.3%	-10
> C=CCNC(=O)c1onc(CSc2ccc(Cl)cc2)c1C(=O)O
→ -2.7%	x
> CCc1ccccc1NC(=S)N(CCN1CCOCC1)C1CCN(C(C)=O)CC1
→ 1.1%	-3
> COc1ccc(Cc2nnc(NC(=O)c3c(-c4ccccc4)noc3C)s2)cc1OC
→ 2.1%	x
> CCCCN(C(=O)CSc1nnc(Nc2ccccc2)s1)c1c(N)n(CCC)c(=O)[nH]c1=O
→ 4.4%	20
> COc1ccc(C(=O)n2cnnc2N)cc1
→ 0.3%	6
> COc1ccccc1N(CC(=O)NCCSC(C)(C)C)S(C)(=O)=O
→ -2.0%	-5
> CCOC(=O)c1sc(=NC(=O)c2ccc(Cl)s2)n(C)c1C
→ 0.8%	13
> CSc1cccc(NC(=O)CN(C)S(=O)(=O)c2ccccc2)c1
→ -0.8%	-1
> O=C(COC(=O)C1CCCO1)Nc1cccc(C(F)(F)F)c1 (centres undefined)
→ -5.5%	-4
> CC(C)C1O/C(=N/C(=O)Nc2ccc(Cl)c(Cl)c2)NC1=O (centres undefined)
→ 0.1%	x
> COC(=O)c1cc(C(=O)N2CCOCC2)cc([N+](=O)[O-])c1
→ -0.8%	4
> CC(=O)NCCc1ccc(S(=O)(=O)N(C)C2CCS(=O)(=O)C2)cc1 (centres undefined)
→ -1.0%	-6
> COc1ccc2occ(NC(C)=O)c2c1
→ 3.0%	14
> COc1ccc(-n2c(SCC(=O)/C(C#N)=C(\C)N)nc3ccccc3c2=O)cc1OC
→ 2.1%	6

(further entries)
Each structure is followed by: GlmU inhibition	RmlCD inh 1536
> Cn1ncc2c(O/N=C(\N)c3ccc(C(F)(F)F)cc3)ncnc21
→ -2.0%	-6
> O=C(c1ccco1)N1N=C(c2cccs2)CC1c1ccco1 (centres undefined)
→ 1.6%	x
> CCN1CCN(c2nc(C)nc3c2sc(=S)n3C)CC1
→ 1.7%	x
> COCCn1c(SCCOc2ccccc2)nc2ccccc2c1=O
→ -0.3%	-6
> Fc1cccc(Cc2noc(CN3CCCN(C4Cc5ccccc5C4)CC3)n2)c1
→ -2.8%	-10
> COc1cc(-c2nc(S(=O)(=O)c3ccccc3)c(N3CCOCC3)o2)cc(OC)c1OC
→ 5.0%	22
> CC(=O)c1c(C)[nH]c(C(=O)CSc2nnc(-c3ccccc3)o2)c1C
→ 0.9%	14
> CN(C)S(=O)(=O)c1ccc(C(=O)Nc2nnc(-c3ccc4c(c3)CCCC4)o2)cc1
→ 5.6%	-3
> O=C(O)CCC(=O)N1N=C(c2cccs2)CC1c1cn(-c2ccccc2)nc1-c1ccccc1 (centres undefined)
→ -1.9%	13
> Cc1nn(CC(=O)NCc2cccnc2)c(=O)c2ccccc12
→ -3.7%	x
> CCCNC(=O)c1ccc(Cn2c(=S)[nH]c3c([nH]c4ccc(OC)cc43)c2=O)cc1
→ 5.8%	-1
> CC1(C)N=C(c2ccc(Cl)cc2)C(=O)N1
→ 1.5%	x
> COc1cc(S(=O)(=O)N2CCN(c3ccccc3F)CC2)ccc1Cl
→ 3.6%	x
> CCSc1nc(N)nc(-c2cccs2)c1C#N
→ 2.5%	8
> CCOC(=O)c1c(C)n(Cc2ccco2)c2ccc(O)cc12
→ 1.0%	x
> Nc1nnc(SCC(=O)NC2CCCCC2)s1
→ 1.0%	x
> COc1ccccc1NCC(=O)NNCC(=O)Nc1ccc(F)c(Cl)c1
→ -2.5%	5
> CC1S/C(=C(\C#N)C(=O)NCc2ccco2)N(c2ccc(F)cc2)C1=O (centres undefined)
→ -3.6%	10

One compound at a time (already shown).
O=C(c1ccco1)N1N=C(c2cccs2)CC1c1ccco1 (centres undefined) across the screens: GlmU inhibition = 1.6%; RmlCD inh 1536 = x
Cc1ccc(NC(=O)c2cc(NC(=O)c3ccccc3C(=O)O)ccc2N2CCCCC2)cc1 across the screens: GlmU inhibition = 10%; RmlCD inh 1536 = -12
CC(C)(C)OC(=O)NCCCCCc1nnc(SCc2ccccc2)o1 across the screens: GlmU inhibition = -3.5%; RmlCD inh 1536 = 9
